EPAC2 agonist – activates human EPAC2 exchange factor; EPAC2 activation, biochemical qHTS; response scale: 100% = 6.5 mM cAMP response; Q8WZA2; Potency, µM (highest dose often 154 µM), without a hit: at the top dose activation, usual class: activators; 360,000 compounds, 0.079% hits; further: potency means the concentration at half of the fitted maximal effect; nearly all actives have a fitted effect of over 50% in size
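Each well held 100 nM EPAC2, 250 nM RAP1B-BODIPY-GDP and 50 uM GDP. Fluorescence, read at 5-min intervals to 30 min, was referenced to a 6.5 mM cAMP positive control.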
PI5P4Ka inh – PI5P4K alpha (human) kinase inhibition; max response, %; PI5P4Kalpha enzyme, ADP-Glo luminescence, 60 min; hits give low values; P48426; AID 652105; 330,000 compounds, 1.2% hits; active means max response of -50% or lower; inconclusive means between -30% and -50%; inactive means -30% or higher; further: value at the top dose of about 77 µM; on the % scale 0 is the no-effect control and ±100 the full control effect
Target sequence (P48426 whole entry, looked up): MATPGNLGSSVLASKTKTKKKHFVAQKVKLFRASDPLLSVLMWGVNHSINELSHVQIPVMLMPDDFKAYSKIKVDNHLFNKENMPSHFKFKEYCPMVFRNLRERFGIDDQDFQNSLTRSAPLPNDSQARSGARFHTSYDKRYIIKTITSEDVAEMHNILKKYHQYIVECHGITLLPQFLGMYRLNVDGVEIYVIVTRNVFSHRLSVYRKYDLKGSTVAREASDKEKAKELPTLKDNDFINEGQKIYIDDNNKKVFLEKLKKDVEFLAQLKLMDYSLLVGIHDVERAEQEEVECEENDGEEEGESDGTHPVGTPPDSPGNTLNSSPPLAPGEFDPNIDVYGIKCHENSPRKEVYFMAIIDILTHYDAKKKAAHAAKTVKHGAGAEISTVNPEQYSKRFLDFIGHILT
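Enzyme plus substrate dispensed, test compounds pinned in, then ATP (5 microM final) added. After 60 min at RT, ADP-Glo reagent 1 for 45 min and reagent 2 for 30 min preceded luminescence imaging.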
CCT chaperon mod – changes cytosolic chaperonin activity. purified chaperonin ATPase assay, HTRF ADP detection, 30 min. activity change, % (test concentration not listed), hits read low. 360,000 compounds, 0.3% hits. AID 651819; in the data active means activity change below about -30%; further: on the % scale 0 is the no-effect control and ±100 the full control effect
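TRiC (40 or 20 nM final, by batch activity) in 30 mM Tris pH 7.4, 100 mM KCl, 5 mM MgCl2, 1 mM DTT was treated with compound at 76 uM single dose, then 10 uM ATP, 30 min at 37 °C. ADP was read by HTRF Transcreener.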
EPAC1 agonist – agonists of human EPAC1; EPAC1 agonist qHTS, biochemical assay; response scale: 100% = response to 6.5 mM cAMP; Potency, µM (series often up to 154 µM), for the others: at the highest dose activation, most hits filed as activators; 360,000 compounds, 0.073% hits; AID 720707; further: potency means the concentration at half of the fitted maximal effect; nearly all actives have a fitted effect of over 60% in size
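Fluorescent GDP-exchange assay: 100 nM EPAC1 with 250 nM Rap1B preloaded with BODIPY-GDP and 50 uM GDP; compounds tested as concentration series, 5 min at room temperature, then read every 5 min for 30 min (ex 480/em 540 nm); normalized to 6.5 mM cAMP.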
PLK1 PBD inh – PLK1 (human) polo-box domain binding inhibition; P53350; Plk1 PBD binding of FITC phosphopeptide, fluorescence polarization; Potency, µM, for the others: max response, negative = inhibition, usual class: inhibitors; 360,000 compounds, 2.8% hits; further: potency means the concentration at half of the fitted maximal effect; series mostly up to about 57 µM; on the % scale 0 is the no-effect control and ±100 the full control effect; nearly all actives have a fitted effect of over 65% in size
Target sequence (P53350 whole entry, looked up, the tested form may be a part): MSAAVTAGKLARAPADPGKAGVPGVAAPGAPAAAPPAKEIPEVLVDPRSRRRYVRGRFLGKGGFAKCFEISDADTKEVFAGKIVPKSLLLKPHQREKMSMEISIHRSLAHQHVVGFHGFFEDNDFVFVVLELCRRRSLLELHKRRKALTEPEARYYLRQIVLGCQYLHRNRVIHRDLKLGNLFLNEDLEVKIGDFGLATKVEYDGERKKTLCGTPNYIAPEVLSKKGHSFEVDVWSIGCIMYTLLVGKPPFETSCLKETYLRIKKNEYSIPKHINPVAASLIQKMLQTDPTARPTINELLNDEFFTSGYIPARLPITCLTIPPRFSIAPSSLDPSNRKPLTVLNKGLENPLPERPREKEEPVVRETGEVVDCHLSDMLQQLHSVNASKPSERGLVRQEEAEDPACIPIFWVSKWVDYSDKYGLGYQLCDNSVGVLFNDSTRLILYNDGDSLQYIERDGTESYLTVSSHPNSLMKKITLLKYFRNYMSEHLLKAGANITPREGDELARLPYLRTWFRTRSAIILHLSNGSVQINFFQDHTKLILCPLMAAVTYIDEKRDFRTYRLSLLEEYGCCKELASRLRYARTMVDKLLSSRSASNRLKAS
EPAC1 antagonist – blocks human EPAC1 exchange factor; O95398; EPAC1 GEF assay, Rap1b-BODIPY-GDP exchange fluorescence; Potency, µM (top dose mostly 115 µM), for the others: top-dose activity change, negative = inhibition, most hits filed as inhibitors; 360,000 compounds, 0.14% hits; AID 720709;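 further: potency means the concentration at half of the fitted maximal effect; plate controls were vehicle for no effect and positive control for full effect; nearly all actives have a fitted effect of over 50% in size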
WRN inhibitor – WRN helicase (human) inhibition. Q14191. WRN helicase unwinding, fluorescent forked duplex, kinetic. Potency, µM (titrated, usually from 114 µM), without a hit: at the highest dose activity change, negative = inhibition, actives largely listed as inhibitors. 360,000 compounds, 0.46% hits; further: potency means the concentration at half of the fitted maximal effect; on the % scale 0 is the no-effect control and ±100 the full control effect; nearly all actives have a fitted effect of over 55% in size
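Enzyme (20 nM final) and test compound sit together 15 min at room temperature before substrate addition. Substrate is a single-forked duplex oligonucleotide (100 nM) labelled with fluorophore and quencher, with 2 mM ATP; helicase unwinding raises red fluorescence, read kinetically.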
IL-2 act – IL-2 activation. IL-2 activation reporter assay, cell-based qHTS; stimulated with anti-CD3/CD4/CD28 beads; in transgenic mouse T cells. activation, % (series mostly up to about 46 µM). 360,000 compounds, 0.065% hits. AID 652025; in the data active means activation above about 50%; inconclusive means mostly about 30% to 49%; further: 0% is about no effect
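Unstimulated transgenic mouse T cells preincubated 60 min with compound, then stimulated with anti-CD3/anti-CD4-coated beads plus anti-CD28 for 18 h at 37 degrees C. IL-2 response read as EGFP and DsRed fluorescence by plate cytometry.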
* = called active by the depositor; [ ] = another dose, or the depositor's remark. Unless noted, the call rests on the fitted dose curve; in most records, active means well fitted curve in the direction sought with a large enough effect; inconclusive means small, poorly fitted or top-dose-only effect, or another doubt; inactive means no such curve, though single readings can be large; an effect the other way counts as inactive or inconclusive. The list is partial (hit frequency here may not be typical).

For CCOC(=O)C(C(=O)Nc1ccccc1)C1CCCCC1 (stereo unspecified) the results were EPAC2 agonist 5%, PI5P4Ka inh -1, CCT chaperon mod 2.0, EPAC1 agonist 2%, PLK1 PBD inh -14%, EPAC1 antagonist 20%, WRN inhibitor 1% and IL-2 act 3.1.
For O=C(NCc1ccccc1Cl)C1CCCN(C(=O)Nc2ccc(F)cc2)C1 (stereo unspecified) the results were EPAC2 agonist 8%, PI5P4Ka inh 0, CCT chaperon mod 2.0, EPAC1 agonist 0%, PLK1 PBD inh 1%, EPAC1 antagonist -6%, WRN inhibitor -12% and IL-2 act 2.8.
Clc1nc(-c2ccccc2)c2ccccc2n1 was read as EPAC2 agonist 1%, PI5P4Ka inh -7, CCT chaperon mod -0.6, EPAC1 agonist -6%, PLK1 PBD inh -15%, EPAC1 antagonist -9%, WRN inhibitor 16% and IL-2 act -2.1.
`Cn1c(Sc2ccc(Br)cc2)c(C=O)c2ccccc21` gave EPAC2 agonist -1%[15.6 µM], PI5P4Ka inh 15, CCT chaperon mod -0.7, EPAC1 agonist 16%, PLK1 PBD inh -15%, EPAC1 antagonist -3%, WRN inhibitor -3% and IL-2 act -0.1.
Screening c1ccc(Nc2c(-c3ccco3)nc3ccccn23)cc1 returned EPAC2 agonist -7%, PI5P4Ka inh -8, CCT chaperon mod 0.8, EPAC1 agonist -5%, PLK1 PBD inh -2%, EPAC1 antagonist 7%, WRN inhibitor 1% and IL-2 act -0.6.
`Cc1ccc(-n2c(SCC(=O)N3CC(=O)Nc4ccccc43)nc3ccccc3c2=O)cc1C` gave EPAC2 agonist 7%, PI5P4Ka inh -5, CCT chaperon mod -1.1, EPAC1 agonist 1%, PLK1 PBD inh -4%, EPAC1 antagonist -4%, WRN inhibitor -8% and IL-2 act 0.9.
Cc1cc(OCC(=O)Nc2ccccc2N2CCCCC2)ccc1C(C)C was read as EPAC2 agonist 14%, PI5P4Ka inh -1, CCT chaperon mod -1.5, EPAC1 agonist 7%, PLK1 PBD inh -1%, EPAC1 antagonist -26%, WRN inhibitor -13% and IL-2 act -3.7.
For COc1ccc(CCNc2ccc(C(=O)O)cc2[N+](=O)[O-])cc1OC the results were EPAC2 agonist -3%, PI5P4Ka inh 0, CCT chaperon mod 1.4, EPAC1 agonist -11%, PLK1 PBD inh 8%, EPAC1 antagonist 11%, WRN inhibitor -15% and IL-2 act -1.6.
`COC(=O)c1ccc2[nH]c(CO)c(-c3ccccc3)c2c1` gave EPAC2 agonist 5%, PI5P4Ka inh 3, CCT chaperon mod -3.5, EPAC1 agonist 0%, PLK1 PBD inh -8%, EPAC1 antagonist -7%, WRN inhibitor -3% and IL-2 act 0.0.
Screening Cc1cc(=O)oc2cc(OC(C)C(=O)NCc3ccccn3)ccc12 (stereo unspecified) returned EPAC2 agonist -5%, PI5P4Ka inh 12, CCT chaperon mod -0.4, EPAC1 agonist -4%, PLK1 PBD inh -14%, EPAC1 antagonist 26%, WRN inhibitor 1% and IL-2 act 12.
O=S(=O)(c1ccc2ccccc2c1)N1CCN(CCO)CC1 was read as EPAC2 agonist 2%, PI5P4Ka inh 0, CCT chaperon mod 1.1, EPAC1 agonist 13%, PLK1 PBD inh 0%, EPAC1 antagonist inconclusive, WRN inhibitor -3%[57.1 µM] and IL-2 act -1.2.
`O=C(Nc1cccc(-c2cn3ccccc3n2)c1)C1CC1` gave EPAC2 agonist 8%, CCT chaperon mod -0.3, EPAC1 agonist 0%, PLK1 PBD inh 1%, EPAC1 antagonist -10%, WRN inhibitor -6% and IL-2 act -3.2.
For Cc1nn(-c2ccccc2)nc1C(=O)NNC(=O)c1ccc(C(F)(F)F)cc1 the results were EPAC2 agonist -4%, PI5P4Ka inh 5, CCT chaperon mod -1.0, EPAC1 agonist -3%, PLK1 PBD inh 3%, EPAC1 antagonist 7%, WRN inhibitor 4% and IL-2 act -0.4.
Screening CC1=C(C(=O)NCCCOC(C)C)C2(CCC(C)CC2)OC1=O (stereo unspecified) returned EPAC2 agonist 12%, PI5P4Ka inh 12, CCT chaperon mod 0.5, EPAC1 agonist -5%, PLK1 PBD inh -2%, EPAC1 antagonist 0%, WRN inhibitor -5% and IL-2 act -1.0.
For COc1ccc(Nc2nc(N3CCCC3)c3ccccc3n2)cc1 the results were EPAC2 agonist 10%, PI5P4Ka inh 1, CCT chaperon mod -1.5, EPAC1 agonist 2%, PLK1 PBD inh 1%, EPAC1 antagonist 2%, WRN inhibitor inconclusive and IL-2 act -6.7.
Screening CC(C)n1c(=O)c2ccccc2n1Cc1cn(CCc2c[nH]c3ccccc23)nn1 returned EPAC2 agonist 12%, PI5P4Ka inh -1, CCT chaperon mod -0.5, EPAC1 agonist 5%, PLK1 PBD inh -5%, EPAC1 antagonist 15%, WRN inhibitor -2% and IL-2 act -0.3.
For CC(C)(C)c1ccc(OCC(=O)O)cc1 the results were EPAC2 agonist 6%, CCT chaperon mod 2.3, EPAC1 agonist 3%, PLK1 PBD inh -10%, EPAC1 antagonist -7%, WRN inhibitor 8% and IL-2 act -0.4.
`Clc1cccc(Cc2c(-c3ccccc3)nc3c4ccccc4ccn23)c1` gave EPAC2 agonist 15%, PI5P4Ka inh 14, CCT chaperon mod -1.9, EPAC1 agonist 3%, PLK1 PBD inh 5%, EPAC1 antagonist -7%, WRN inhibitor -9% and IL-2 act -0.1.
`O=[N+]([O-])c1ccc2c(c1)c(-c1ccccc1)nc1nncn12` gave EPAC2 agonist 7%, PI5P4Ka inh -11, CCT chaperon mod 0.1, EPAC1 agonist 1%, PLK1 PBD inh -5%, EPAC1 antagonist -3%, WRN inhibitor -27% and IL-2 act -0.7.
CS(=O)(=O)N(CC(=O)NN=C1CCCCCC1)c1ccc(Oc2ccccc2)cc1 was read as EPAC2 agonist 0%, PI5P4Ka inh 3, CCT chaperon mod 0.1, EPAC1 agonist -8%, PLK1 PBD inh 0%, EPAC1 antagonist -21%, WRN inhibitor 7% and IL-2 act -4.8.

Not a retest: 2 of the compounds above.
`O=C(Nc1cccc(-c2cn3ccccc3n2)c1)C1CC1` gave EPAC2 agonist 8%, CCT chaperon mod -0.3, EPAC1 agonist 0%, PLK1 PBD inh 1%, EPAC1 antagonist -10%, WRN inhibitor -6% and IL-2 act -3.2.
For Cc1nn(-c2ccccc2)nc1C(=O)NNC(=O)c1ccc(C(F)(F)F)cc1 the results were EPAC2 agonist -4%, PI5P4Ka inh 5, CCT chaperon mod -1.0, EPAC1 agonist -3%, PLK1 PBD inh 3%, EPAC1 antagonist 7%, WRN inhibitor 4% and IL-2 act -0.4.

The list continues:
For CCCn1c(N)c(Sc2ccc(Cl)cc2)c(=O)n(CCC)c1=O the results were EPAC2 agonist -19%[15.6 µM], PI5P4Ka inh 0, CCT chaperon mod 2.7, EPAC1 agonist -12%, PLK1 PBD inh -11%, EPAC1 antagonist -16%, WRN inhibitor 3% and IL-2 act -0.1.
CCOC(=O)c1c(C)cc(=O)oc1C was read as EPAC2 agonist -8%, PI5P4Ka inh 2, CCT chaperon mod 1.6, EPAC1 agonist -1%, PLK1 PBD inh 1%, EPAC1 antagonist -1%, WRN inhibitor 3% and IL-2 act 0.4.
Screening CCCCc1nc(N2CCOCC2)c(C#N)c2c1CCCC2 returned EPAC2 agonist 2%, PI5P4Ka inh 6, CCT chaperon mod -0.2, EPAC1 agonist 8%, PLK1 PBD inh -2%, EPAC1 antagonist 1%, WRN inhibitor -1% and IL-2 act -0.1.
Screening Cc1ccc(CNC(=O)c2ccccc2NS(=O)(=O)c2ccc(Cl)nc2)cc1 returned EPAC2 agonist -2%, PI5P4Ka inh -4, CCT chaperon mod -3.1, EPAC1 agonist -4%, PLK1 PBD inh -3%, EPAC1 antagonist 7%, WRN inhibitor -31% and IL-2 act -3.5.
Screening Cc1ccc(CN2CCCC(C(=O)N3CCCC3)C2)cc1 (stereo unspecified) returned EPAC2 agonist 6%, PI5P4Ka inh -4, CCT chaperon mod -2.9, EPAC1 agonist -2%, PLK1 PBD inh 6%, EPAC1 antagonist 4%, WRN inhibitor -19% and IL-2 act -3.9.
`CCN(C(=O)c1ccco1)c1nnc(-c2cccnc2)s1` gave EPAC2 agonist -3%, PI5P4Ka inh 2, CCT chaperon mod -1.6, EPAC1 agonist -2%, PLK1 PBD inh -5%, EPAC1 antagonist 6%, WRN inhibitor 4% and IL-2 act 0.2.
`O=C(COc1ccccc1)N=C1SC2CS(=O)(=O)CC2N1CCc1ccccc1` (stereo unspecified) gave EPAC2 agonist -3%, PI5P4Ka inh -6, CCT chaperon mod -0.3, EPAC1 agonist -21%, PLK1 PBD inh -1%, EPAC1 antagonist -38%, WRN inhibitor 7% and IL-2 act -1.6.
`CCN(CC)C(=O)Oc1ccc2c(=O)c(-c3ccc(OC)cc3)c(C)oc2c1` gave EPAC2 agonist 8%, CCT chaperon mod -2.8, EPAC1 agonist 6%, PLK1 PBD inh -6%, EPAC1 antagonist -1%, WRN inhibitor 6% and IL-2 act -1.0.
Cc1cc(C)cc(N(CC(=O)NCCSCc2ccccc2)S(C)(=O)=O)c1 was read as EPAC2 agonist 8%, PI5P4Ka inh -6, CCT chaperon mod -1.8, EPAC1 agonist 0%, PLK1 PBD inh -17%, EPAC1 antagonist -24%, WRN inhibitor 6%[57.1 µM] and IL-2 act 0.0.
For CC(C)(C)NC(=O)CSc1nnc(NC(=O)CCn2cnc3ccccc3c2=O)s1 the results were EPAC2 agonist 2%, PI5P4Ka inh -5, CCT chaperon mod -4.3, EPAC1 agonist 10%, PLK1 PBD inh -9%, EPAC1 antagonist -2%, WRN inhibitor 0% and IL-2 act 0.3.
Screening COCC1CCCCN1C(=O)c1ccc2nc(Cc3ccc(OC)c(OC)c3)oc2c1 (stereo unspecified) returned EPAC2 agonist 6%, PI5P4Ka inh 11, CCT chaperon mod -1.0, EPAC1 agonist 1%, PLK1 PBD inh -3%, EPAC1 antagonist 8%, WRN inhibitor -7% and IL-2 act -3.6.
C[C@H](O)[C@@H]1C(=O)N2CCc3c([nH]c4ccccc34)[C@@H]2C[C@@H]1N(C)C(=O)Nc1cccc2ccccc12 was read as EPAC2 agonist 2%, PI5P4Ka inh -2, CCT chaperon mod 1.2, EPAC1 agonist 7%, PLK1 PBD inh -10%, EPAC1 antagonist -8%, WRN inhibitor -3% and IL-2 act -0.4.
`COC(=O)[C@H](Cc1ccccc1)NC(=O)[C@@]1(C)C[C@@H]1[C@@H](NC(=O)OCc1ccccc1)c1ccccc1` gave EPAC2 agonist 4%, PI5P4Ka inh -1, CCT chaperon mod 1.9, EPAC1 agonist 1%, PLK1 PBD inh 0%, EPAC1 antagonist -6%, WRN inhibitor -5% and IL-2 act 3.8.

High-throughput results from PubChem.
